TSHR antagonist: Antagonists of the Thyroid Stimulating Hormone Receptor: HTS campaign. Thyrotropin receptor (Homo sapiens), P16473. TSHR-expressing cells, TSH-stimulated cAMP HTRF, 2 h; active compounds read low. activity change, negative = inhibition, % at 11.5 µM. 330,000 compounds, 0.2% hits. AID 504810, 2011;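 active = activity change below a set negative limit, meaning inhibition stronger than a set level, cut at about -70% in these data; inconclusive = activity change between two set negative limits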; note: % is set by controls: 0 for no effect and ±100 for the full control effect
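TSHR-expressing cells were treated with compounds, then stimulated with TSH at EC80 (4nM final) for 2 hours at 37 deg C. Cellular cAMP was measured by HTRF competition between lysate cAMP and cAMP-d2 for a cryptate-labelled anti-cAMP antibody.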
Giardia killer: Small Molecules that selectively kill Giardia lamblia: qHTS. Giardia lamblia trophozoite viability. activity change, % at 7.66 µM, hits read low. 340,000 compounds, 0.15% hits; in the data active = activity change below about -80%; inconclusive = between about -30% and that limit;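 note: parasites exposed to compound for two days anaerobically before the ATP read; % is set by controls: 0 for no effect and ±100 for the full control effect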
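Viability, read as ATP luminescence: trophozoites at 100 cells/well, compound added, 48 hrs anaerobic at 37 deg C, then 15-30 min room-temperature development before reading.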
KCNH2 WT inh: qHTS for Inhibitors of KCHN2 3.1: Wildtype qHTS. Voltage-gated inwardly rectifying potassium channel KCNH2 (Homo sapiens), Q12809. U2OS, BacMam KCNH2, thallium flux FluxOr; active compounds read low. activity change, % at 1.84 µM. 340,000 compounds, 0.37% hits. AID 720551, 2013;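 active = maximum activity change below -70%; inconclusive = maximum activity change between -70% and -50%; inactive = maximum activity change above -50%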; note: % is set by controls: 0 for no effect and ±100 for the full control effect
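U2OS cells were transduced with wild-type KCNH2 virus (2.03 x 10^8 / mL) for 4 h at room temperature, then cultured overnight at 37 C. Thallium flux was read with FluxOr dye. Rate constants were normalized to DMSO controls.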
Chronic BCR inh: qHTS Assay to Find Inhibitors of Chronic Active B-Cell Receptor Signaling; ABC-DLBCL IkBa-CBG/CBR reporter, luminescence ratio, 4 h; Potency, µM (highest dose often 46.1 µM), without a hit: top-dose ratio change, negative = lower green/red ratio, usual class: inhibitors; 340,000 compounds, 0.05% hits; active = well fitted inhibition curve with a large enough effect in the signal ratio, with a control signal flat, not every such curve was filed as active; inconclusive = small, poorly fitted or top-dose-only effect, or effect the other way, or a change in a side signal; the % refers to the signal ratio;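 note: potency is the fitted concentration of half-maximal effect; plate controls were basal doxycycline-induced cells for no effect and cells given 10 µM MG132 for full effect; MG132 reads +100%, hits lower the ratio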
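TMD8 ABC-DLBCL cells carrying doxycycline-inducible green luciferase fused to IkappaBalpha plus unfused red luciferase were exposed to compounds (up to 46 uM) for 4 hrs at 37C. Activity came from the overlap-corrected green/red luminescence ratio.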
MLL CXXC-DNA inh: qHTS Fluorescence Polarization Assay for Inhibitors of MLL CXXC domain - DNA interaction; MLL-CXXC / FITC-HOXA9 DNA fluorescence polarization; Potency, µM (highest dose often 115 µM), inactives show at the highest dose activity change, negative = inhibition, usual class: inhibitors; Histone-lysine N-methyltransferase 2A (Homo sapiens), Q03164; 290,000 compounds, 0.037% hits; active = well fitted inhibition curve with a large enough effect in the polarisation, with a control signal flat, not every such curve was filed as active; inconclusive = small, poorly fitted or top-dose-only effect, or effect the other way, or a change in a side signal; inactive = no such curve, though single readings can be large or run the other way; the % refers to the polarisation; note: potency is the fitted concentration of half-maximal effect
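Steps: dispense CXXC domain solution (7 uM) → pin compounds or unlabeled HOX-A9 DNA control → 5 min ambient → add FLSN-HOX-A9 solution (50 nM) → spin → 30 min ambient → fluorescence polarization. Tris pH 7.5/NaCl/DTT/BSA buffer.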
AT treatment: qHTS Assay for Identifying a Potential Treatment of Ataxia-Telangiectasia; […] A-T fibroblasts, KAP-1 phosphorylation AlphaLISA; neocarzinostatin DNA damage 30 min before lysis; Potency, µM (top dose mostly 57.5 µM), inactives show top-dose activation, most hits filed as activators; 320,000 compounds, 0.19% hits; note: potency is the fitted concentration of half-maximal effect; % of control where 0% means no effect; nearly all actives have a fitted effect of over 45% in size
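hTERT-immortalized A-T patient fibroblasts ([…]), 500 cells/well in OPTI-MEM, 1% FBS, got compounds for 60 min, then NCS for 30 min at 37C. Lysates were then assayed for phospho-KAP-1 by AlphaLISA (anti-pKAP1 donor, anti-KAP1 acceptor beads), 6 hr at 25C.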
TCR activator: Activators of T cell receptors: qHTS campaign; primary human leukocytes, anti-CD3, IL-2 HTRF, 48 h; Potency, µM (doses to about 9.22 µM), for the others: top-dose activation of IL-2 secretion, most hits filed as activators; 330,000 tested, under 10 active; AID 504894, 2011; note: % of control where 0% means no effect
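1) Mix primary human leukocytes, a-CD3 beads and compound. 2) Incubate 48 hr. 3) Add HTRF IL-2 reagents (a-IL-2-K, a-IL-2-d2).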
GALK inhibitor: qHTS Assay for Inhibitors of Human Galactokinase (GALK); P51570; Purified GALK, Kinase-Glo residual ATP luminescence; Potency, µM (series often up to 57.5 µM), without a hit: at the highest dose activity change, negative = inhibition, hits mostly inhibitors; 270,000 compounds, 0.007% hits; AID 1868, 2009; note: potency is the fitted concentration of half-maximal effect; % is set by controls: 0 for no effect and ±100 for the full control effect
Target sequence (P51570 whole entry, looked up): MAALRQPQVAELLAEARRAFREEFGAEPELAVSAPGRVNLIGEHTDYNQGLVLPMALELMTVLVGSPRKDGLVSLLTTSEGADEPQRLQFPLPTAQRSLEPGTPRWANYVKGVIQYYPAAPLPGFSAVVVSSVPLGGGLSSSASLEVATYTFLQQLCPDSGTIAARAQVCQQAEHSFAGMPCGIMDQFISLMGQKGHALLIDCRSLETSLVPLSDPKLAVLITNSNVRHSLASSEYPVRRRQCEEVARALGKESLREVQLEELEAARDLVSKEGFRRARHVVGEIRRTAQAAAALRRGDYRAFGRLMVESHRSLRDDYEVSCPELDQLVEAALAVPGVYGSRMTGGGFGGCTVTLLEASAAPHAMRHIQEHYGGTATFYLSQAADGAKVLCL
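ATP-depletion format; final 35 uM ATP, 100 uM D-galactose, 5 nM enzyme; pH 8.0 HEPES/Mg2+ buffer; 60 min RT; luminescence read 10 min after detection reagent.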
FBPA coupling cs: qHTS Assay for Inhibitors of Fructose-1,6-bisphosphate Aldolase from Giardia Lamblia: Coupling assay counterscreen; activity change, negative = inhibition, % at 58.2 µM, hits read low; coupling enzyme system counterscreen, AmpLite Red fluorescence; AID 2472, 2010; 290,000 compounds, 0.67% hits; in the data active = activity change below about -30%; note: % is set by controls: 0 for no effect and ±100 for the full control effect
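Compounds tested against the coupling enzymes alone at 57.5 uM final; readout was AmpLite Red fluorescence (525/598 nm) after 20 min at RT.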
Tb PFK inh: qHTS Assay to Find Inhibitors of T. brucei phosphofructokinase. Potency, µM (series often up to 57.5 µM), without a hit: at the highest dose activity, negative = inhibition, hits mostly inhibitors. 330,000 compounds, 0.17% hits. T. brucei PFK, ADP-Glo luminescence. ATP-dependent 6-phosphofructokinase (Trypanosoma brucei brucei), O15648;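 note: potency is the fitted concentration of half-maximal effect; 0% = uninhibited 1x PFK enzyme wells and -100% = no-enzyme wells; nearly all actives have a fitted effect of over 60% in size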
Target sequence (O15648 whole entry, looked up): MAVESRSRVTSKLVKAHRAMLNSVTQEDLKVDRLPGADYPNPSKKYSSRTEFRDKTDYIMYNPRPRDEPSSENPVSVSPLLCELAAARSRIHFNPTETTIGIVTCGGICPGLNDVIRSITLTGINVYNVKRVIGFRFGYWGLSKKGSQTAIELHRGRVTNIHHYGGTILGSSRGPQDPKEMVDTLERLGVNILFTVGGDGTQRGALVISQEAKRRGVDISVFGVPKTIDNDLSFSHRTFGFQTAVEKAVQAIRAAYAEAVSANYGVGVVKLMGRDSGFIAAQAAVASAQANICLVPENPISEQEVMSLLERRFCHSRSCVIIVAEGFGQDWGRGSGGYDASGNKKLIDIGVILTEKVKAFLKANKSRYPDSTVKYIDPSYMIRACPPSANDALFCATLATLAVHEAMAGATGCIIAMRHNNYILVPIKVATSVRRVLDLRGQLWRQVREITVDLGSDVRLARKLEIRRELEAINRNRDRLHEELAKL
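PFK 1.25 nM, F6P 0.5 mM, ATP 0.1 mM, 0.1 M TEA pH 8.0, 5 mM MgCl2, 0.01% Tween20, 0.1% BSA; 45 min RT. ADP-Glo readout. qHTS titration up to 57 uM; curves fitted, compounds curve-classed.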
Active calls of the source: *; ? = inconclusive; nt = not tested or not shown; [ ] = remark or other dose. Unless noted, calls come from the whole dose curve; as a rule, active = well fitted curve in the direction sought with a large enough effect; inconclusive = small, poorly fitted or top-dose-only effect, or another doubt; inactive = no such curve, though single readings can be large; an effect the other way counts as inactive or inconclusive.

Structure | Chronic BCR inh | Tb PFK inh | AT treatment | TCR activator | GALK inhibitor | MLL CXXC-DNA inh | Giardia killer | FBPA coupling cs | TSHR antagonist | KCNH2 WT inh
N#Cc1nc(COc2ccccc2F)oc1N1CCCCCC1 | -2% | 0% | -7% | 1% | -5% | 8% | -9 | 2 | -8 | 11
O=C(CCCN1C(=O)/C(=C/c2ccccc2)SC1=S)Nc1ccccc1O | ? | 0% | 2% | -1% | 0% | -24% | 3 | -1 | -17 | -3
COc1cc(C)ccc1OCCOCCOc1ccc(C)cc1[N+](=O)[O-] | ? | -3% | 4% | -4%[46.1 µM] | 2% | -7% | -8 | -4 | -6 | -1
COc1nn(C(C)C(=O)N2N=C(C(F)F)CC2(O)C(F)F)cc1[N+](=O)[O-] (stereo not given) | 5% | 0% | -2% | 0%[46.1 µM] | 0% | 13% | -82* | 0 | 19 | -2
Cc1ccc(S(=O)(=O)NC(=O)COc2ccccc2C(N)=O)cc1 | 3% | -2% | -11% | nt | -2% | 15% | 6 | 13 | 1 | -21
CCCc1ccc(S(=O)(=O)N2CCN(C(C)C(=O)NCc3ccccc3)CC2)cc1 (stereo not given) | -4% | -6% | -1% | 3% | nt | nt | 5 | nt | -5 | 25
CC(OC(=O)C1CCCO1)C(=O)NC1CCCC1 (stereo not given) | -2% | 4% | 3% | nt | 5% | 5% | -2 | 3 | -5 | -7
COc1cc2c(cc1NC(=O)C(C)OC(=O)C1CC(=O)N(Cc3ccco3)C1)oc1ccccc12 (stereo not given) | ? | 0% | 2% | 0% | 1% | 19% | 18 | -1 | -27 | 1
Cc1cnc(C(=O)OCC(=O)c2ccc(C)s2)cn1 | 1% | 0% | 1% | -1% | nt | nt | ? | nt | -14 | 2
CCCc1ccc2oc(C(=O)N3CCC(N4CCCC(O)C4)CC3)c(C)c2c1 (stereo not given) | 0% | -2% | 7% | -2% | -5% | -6% | -4 | nt | 8 | 5
CC1CCN(C(=O)CCN2C(=O)/C(=C/c3cccs3)SC2=S)CC1 | -9% | 2% | 11% | 0% | -6% | 8% | -9 | -1 | -1 | -5
CCCc1cc(C(=O)Nc2ccc(C#N)cc2)no1 | 8% | 1% | -3% | 5% | -8% | 0% | -22 | 2 | -1 | -6
COc1cccc(NC(=O)Cn2c(CCC(=O)O)ccc2-c2ccc(Cl)cc2)c1 | 19% | -4% | -2% | 3% | 2% | -4% | -24 | 8 | 1 | 2
O=C(Nc1cccc([N+](=O)[O-])c1)C1CC(=O)N(Cc2ccccc2)C1 (stereo not given) | 0% | -10% | 1% | 1% | 1% | 2% | 1 | 3 | -1 | 3
Cc1ccc(S(=O)(=O)N2CCN(C(C)CC(=O)O)CC2)cc1 (stereo not given) | -1% | -2% | 0% | 4% | -2% | -2% | 10 | 1 | 2 | 7
O=C(CN(C(=O)CNC(=O)c1cccs1)c1cccc(F)c1)NC1CCCC1 | 0% | -10% | -8% | 0% | -2% | 1% | 2 | 0 | 16 | 4
CCCN(C(=O)CSCc1ccccc1C)c1c(N)n(Cc2ccccc2)c(=O)[nH]c1=O | -9% | 5% | 15% | 4% | nt | nt | -7 | nt | 10 | 4
CCOC(=O)c1ccc(NC(=S)NC(=O)c2cncc(Br)c2)cc1 | ? | 2% | 11% | -4% | 4% | 9% | -13 | 1 | 3 | -1
COc1ccc(C)cc1N(CC(=O)Nc1cccc(N(C)S(C)(=O)=O)c1)S(C)(=O)=O | 2% | 0% | -3% | 0% | -5% | -8% | -16 | 0 | 0 | 4
O=c1c2cnn(-c3ccccc3)c2ncn1Cc1cccc(Cl)c1 | 14% | 0% | 6% | 5% | 3% | 18% | -1 | 1 | 0 | -3
O=[N+]([O-])c1cccc(/C=C/c2nc(C=Nc3ccccc3)c(O)o2)c1 | ? | -5% | 4% | nt | -1% | 16% | 6 | 5 | 23 | -7
CCOc1ccc(NS(=O)(=O)c2ccc(C(=O)N3CC(C)OC(C)C3)cc2)cc1 (stereo not given) | -3% | -8% | 0% | 0% | nt | nt | 39[activator] | nt | 3 | 30
CCc1ccc(OCCOC(=O)Nc2ccccc2)cc1 | ? | -2% | 3% | 16% | -1% | 2% | -9 | 0 | -1 | 21
CCOC(=O)CSc1nc2ccccc2c(=O)[nH]1 | 2% | -3% | 3% | -1% | 3% | -2% | -2 | 1 | 2 | 4
S=c1[nH]nc(-c2ccccc2)c2ccccc12 | -8% | 1% | 10% | 2% | -2% | 4% | 7 | -1 | -17 | -4

An excerpt from above in order of heavy-atom count, ascending.
Structure | Chronic BCR inh | Tb PFK inh | AT treatment | TCR activator | GALK inhibitor | MLL CXXC-DNA inh | Giardia killer | FBPA coupling cs | TSHR antagonist | KCNH2 WT inh
Cc1ccc(S(=O)(=O)N2CCN(C(C)CC(=O)O)CC2)cc1 (stereo not given) | -1% | -2% | 0% | 4% | -2% | -2% | 10 | 1 | 2 | 7
N#Cc1nc(COc2ccccc2F)oc1N1CCCCCC1 | -2% | 0% | -7% | 1% | -5% | 8% | -9 | 2 | -8 | 11
CCOC(=O)c1ccc(NC(=S)NC(=O)c2cncc(Br)c2)cc1 | ? | 2% | 11% | -4% | 4% | 9% | -13 | 1 | 3 | -1

Carrying on.
Structure | Chronic BCR inh | Tb PFK inh | AT treatment | TCR activator | GALK inhibitor | MLL CXXC-DNA inh | Giardia killer | FBPA coupling cs | TSHR antagonist | KCNH2 WT inh
O=C1C2C3C=CC(C3)C2C(=O)N1c1ccc2c(c1)OCO2 (stereo not given) | -1% | -6% | 3% | 6% | 2% | -14% | 11 | -3 | 7 | 14
COc1ccccc1CCc1nnc(CCC(=O)NCC[C@@H]2C[C@@H]3C=C[C@H]2C3)o1 | 1% | 2% | 11%[11.5 µM] | -3% | -1% | -6% | 5 | 0 | -35 | 2
CCOC(=O)CSc1nn(-c2ccccc2)c(=S)s1 | -3% | 5% | -3% | -4% | -1% | 3% | -1 | 5 | -9 | -1
CCCn1c(SCC(=O)Nc2cccnc2Cl)n[nH]c1=O | -3% | -7% | 7% | -6% | nt | nt | 11 | nt | nt | 0
O=C(NCCC1=CCCCC1)C1CCN(S(=O)(=O)c2ccc(-n3cnnn3)cc2)CC1 | 5% | 4% | -4% | -2% | 0% | 4% | -11 | 1 | 9 | 21
CCOC(=O)c1sc(=NC(=O)c2cccc(Br)c2)n(C)c1C | ? | 1% | 6% | -4% | -4% | 6% | -9 | nt | -2 | 0
COc1cccc(CN(C)C(=O)c2ccc(C)c(S(=O)(=O)N3CCCCC3)c2)c1 | 1% | 11% | 14% | 1% | nt | nt | -12 | nt | -4 | -3
CC[C@H](C)[C@H](NC(N)=O)C(=O)Nc1ccccc1F | ? | 1% | -1% | 3% | 0% | 12% | 2 | 0 | -2 | -13
COc1ccccc1NC(C)=O | -4% | -1% | 29% | 6% | 2% | -1% | 4 | 0 | 1 | -22
CC(C)OC(=O)CSc1nnc(CNc2ccc(Cl)cc2)n1Cc1ccccc1 | ? | 0% | nt | 1%[46.1 µM] | -3% | 16% | 14 | 0 | 0 | 8
COC(=O)N[C@H](c1ccccc1)[C@@]1(C)C[C@@H]1[C@@H](C)C(=O)Nc1ccc2ccccc2c1 | nt | nt | nt | 1% | nt | nt | ? | 2 | nt | -1
Cc1cccc(C(=O)NNC(=O)/C=C/C(=O)O)c1 | ? | 2% | 2% | -6% | 0% | 11% | -23 | 1 | -11 | 8
Cn1c(/C(C#N)=C2/CCCCCN2)nc2ccccc21 | 0% | 0% | -7% | -6% | 9% | -2% | 26 | 5 | -5 | -10
O=C(NCc1ccc(F)cc1)C1CCCN(S(=O)(=O)c2cccnc2)C1 (stereo not given) | 5% | 0% | 1% | -3% | 1% | 0% | -5 | 3 | -6 | -3
COc1ccc(NS(=O)(=O)c2cc(NC(=O)/C=C/c3cccs3)ccc2N2CCOCC2)cc1 | ? | -7% | 1% | -4%[46.1 µM] | 1% | 11% | -15 | 2 | -10 | 2
Cc1ccc(CNC(=O)c2ccc(Cl)c(S(=O)(=O)N3CCCCC3)c2)cc1 | -5% | 11% | -2% | 1% | nt | nt | -11 | nt | -9 | 2
CN(CCc1cnn(C)c1)C(=O)C1CCC(=O)N(CC2CCCCC2)C1 (stereo not given) | -2% | -1% | -3% | -6% | 3% | -6% | 4 | -1 | -8 | 6

The order is random. Share with any hit: about 1.6%.
